# High-throughput results (PubChem BioAssay)
# Bim-Bcl-B: inhibitors of Bim-Bcl-B binding, primary screen, biochemical, multiplexed, human Bcl-2 family; Bcl-2-like protein 10 (Homo sapiens), Q9HD36; bead-based flow cytometry, Bim peptide-Bcl-B binding; inhibition, % at 10 µM; 190,000 tested, 0.073% active;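 note: 0% = tracer peptide without compound and 100% = reference inhibitor peptide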
# Bim-Bfl-1: inhibitors of Bim binding to Bfl-1, primary screen, biochemical, multiplexed, bead-based flow cytometry. Bcl-2-related protein A1 (Homo sapiens), Q16548. Bim-Bfl-1 binding inhibition. inhibition, % at 10 µM. 190,000 tested, 0.12% active. AID 1008, 2008;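 note: 0% = wells without compound plus tracer and 100% = blocker peptide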
# Bcl-XL Bim block: inhibitors of Bim-Bcl-XL binding, primary screen, biochemical, multiplexed, bead flow cytometry, human Bcl-XL. 190,000 tested, 0.04% active. Bcl-2-like protein 1 (Homo sapiens), Q07817. Bim peptide-Bcl-XL binding, fluorescence. inhibition, % at 10 µM
# Target sequence (Q07817 whole entry, looked up): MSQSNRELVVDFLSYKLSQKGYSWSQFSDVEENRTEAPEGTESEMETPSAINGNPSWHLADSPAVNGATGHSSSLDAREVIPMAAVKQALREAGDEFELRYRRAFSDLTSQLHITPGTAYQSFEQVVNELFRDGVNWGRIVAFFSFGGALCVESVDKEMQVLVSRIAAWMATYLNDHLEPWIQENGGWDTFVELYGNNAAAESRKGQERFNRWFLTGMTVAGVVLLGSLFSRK
# Bcl-W Bim block: inhibitors of Bim binding to Bcl-W, primary screen, biochemical, multiplexed, bead-based flow cytometry | inhibition, % at 10 µM | Bim peptide-Bcl-W binding | 190,000 tested, 0.02% active;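 note: 0% = bound tracer without compound and 100% = peptide blocker; higher means less fluorescent Bim peptide bound to Bcl-W beads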
# Target sequence (Q92843 whole entry, looked up): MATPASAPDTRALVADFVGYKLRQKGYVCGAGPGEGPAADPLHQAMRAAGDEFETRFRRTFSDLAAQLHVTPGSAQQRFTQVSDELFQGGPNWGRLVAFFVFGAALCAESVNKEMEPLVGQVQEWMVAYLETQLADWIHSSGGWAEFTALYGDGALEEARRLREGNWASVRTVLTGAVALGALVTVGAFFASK
# ABCB1 inh: ABCB1 efflux pump inhibitors, primary screen, cell-based, multiplex, flow cytometry, ABCG2 counter-screen. 190,000 tested, 0.067% active. CCRF-Adr cells, JC-1 efflux. inhibition, % at 6.6 µM. ATP-dependent translocase ABCB1 (Homo sapiens), P08183. AID 1326, 2008; in the data active = inhibition above about 40%;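 note: 0% = vehicle and 100% = reference inhibitor; higher value means more JC-1 retained so stronger ABCB1 efflux block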
# ABCG2 block: ABCG2 efflux pump inhibitors, primary screen, multiplex with ABCB1, IgMXP3 cells, flow cytometry | AID 1325, 2008 | 190,000 tested, 0.1% active | inhibition, % at 6.6 µM | Broad substrate specificity ATP-binding cassette transporter ABCG2 (Homo sapiens), Q9UNQ0 | JC-1 efflux;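 active = inhibition above 80%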;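 note: 0% = DMSO and 100% = nicardipine control wells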
#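 Assay system – ABCG2 IgMXP3 and barcoded ABCB1 CCRF-Adr cell mix · Input – 3 million cells/mL in well · Reagent – JC-1 fluorescent substrate · Compound – single test compound dose, 6.6 µM final · Timing – 10 min exposure at 25 °C with rotation, no wash · Detection – flow cytometry of retained JC-1 fluorescence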
# GSH bead fluor: compound fluorescence on glutathione beads, profiling panel, artefact control, biophysical, 488/530 nm, flow cytometry. GSH beads flow cytometry, compound fluorescence 488/530 nm; active compounds read high. 190,000 tested, 0.25% active. fluorescence (KMESF) at 10 µM; in the data active = fluorescence above about 89;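 note: glutathione beads carrying GST-tagged Bcl family fusion proteins plus one bare bead set; values are compound well signal with DMSO vehicle wells as background; inactives centre near 16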
# RGS7-Gao reg: RGS7-Galphao binding modulators, primary screen, biochemical, multiplexed bead flow cytometry. Guanine nucleotide-binding protein G(o) subunit alpha (Homo sapiens), P09471. actives lie on both sides. binding response (% of control), % at 10 µM. 220,000 tested, 0.35% active. AID 1439, 2008; in the data active = binding response below about 49% or above about 150%; inconclusive = no clear call, values can overlap the other calls; inactive = in between;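 note: fluorescent Galphao held in activated GDP-AlF4 state binding bead-coupled RGS7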
# Target sequence (P09471 whole entry, looked up): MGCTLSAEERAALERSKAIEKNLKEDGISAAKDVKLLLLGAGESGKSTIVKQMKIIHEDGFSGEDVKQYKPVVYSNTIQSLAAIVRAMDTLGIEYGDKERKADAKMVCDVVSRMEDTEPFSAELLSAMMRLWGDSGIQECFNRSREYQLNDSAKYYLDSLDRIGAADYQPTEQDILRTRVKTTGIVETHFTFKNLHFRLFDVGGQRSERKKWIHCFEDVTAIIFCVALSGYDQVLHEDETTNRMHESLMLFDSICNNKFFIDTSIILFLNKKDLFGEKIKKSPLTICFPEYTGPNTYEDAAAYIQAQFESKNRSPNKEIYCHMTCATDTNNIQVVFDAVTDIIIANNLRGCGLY
# Bcl-2 Bim block: inhibitors of Bim-Bcl-2 binding, primary screen, biochemical, multiplexed, human Bcl-2 family; Apoptosis regulator Bcl-2 (Homo sapiens), P10415; Bead-based flow cytometry, Bim peptide-Bcl-2 binding; inhibition, % at 10 µM; 190,000 tested, 0.06% active; AID 950, 2007; in the data active = inhibition above about 40%; inconclusive = no clear call, values can overlap the other calls;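 note: 0% = no compound wells with probe peptide and 100% = reference peptide inhibitor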
# Target sequence (P10415 whole entry, looked up): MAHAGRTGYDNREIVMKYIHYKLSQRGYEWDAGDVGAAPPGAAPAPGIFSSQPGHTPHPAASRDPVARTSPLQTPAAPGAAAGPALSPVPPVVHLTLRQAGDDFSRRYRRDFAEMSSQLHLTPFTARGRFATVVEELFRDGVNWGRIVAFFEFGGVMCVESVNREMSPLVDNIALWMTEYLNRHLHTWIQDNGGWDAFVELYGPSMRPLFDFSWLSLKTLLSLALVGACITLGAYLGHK
# Avidin bead fluor: green autofluorescence of compounds with avidin beads – biophysical, 488/530 nm, flow cytometry, artefact control, profiling panel; compound fluorescence 488/530 nm; active compounds read high; fluorescence (KMESF) at 10 µM; 220,000 tested, 0.38% active; AID 1775, 2009; in the data active = fluorescence above about 47; note: inactives centre near 10
# RGS4-Gao reg: modulators of RGS4 binding to Galphao, primary screen, biochemical, multiplexed bead flow cytometry; Guanine nucleotide-binding protein G(o) subunit alpha (Homo sapiens), P09471; actives lie on both sides; binding response (% of control), % at 10 µM; 220,000 tested, 0.33% active; in the data active = binding response below about 49% or above about 150%; inactive = in between;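 note: fluorescent Galphao activated with aluminum fluoride binding bead-coupled RGS4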
# Active calls of the source: *; ? = inconclusive; · = no result given. Cut-off read from the data, not from the text of the source, unless noted: active = inhibition above about 40%. Not a hit list. Share with any hit: about 1.3%.
SMILES,Bim-Bcl-B,Bim-Bfl-1,Bcl-XL Bim block,Bcl-W Bim block,ABCB1 inh,ABCG2 block,GSH bead fluor,RGS7-Gao reg,Bcl-2 Bim block,Avidin bead fluor,RGS4-Gao reg
CCOC(=O)c1c(C)nc2sc3c(=O)n(-c4ccc(C(C)=O)cc4)cnc3c2c1-c1ccc(Cl)cc1,1.0,-1.0,0.0,-1.0,0.2,-0.6,21,106.4,1.0,21,104.5
Cc1cccc(-c2n[nH]c(=S)n2-c2ccccc2)c1[N+](=O)[O-],-18.0,3.0,-6.0,-3.0,-0.2,-0.6,9,105.8,-1.0,12,103.2
CN1C(=O)c2ccccc2C(C(=O)O)C1c1cccc(F)c1 (stereo unspecified),-7.0,-23.0,-10.0,-6.0,0.1,4.7,30,111.3,-3.0,13,108.0
Cn1nc(OCc2ccccc2)ccc1=O,-4.0,-14.0,-2.0,0.0,·,·,17,79.0,0.0,5,80.2
COCCCn1c(SCC(=O)NC2CCCCC2)nnc1-c1ccncc1,0.0,0.0,2.0,3.0,0.0,-0.1,14,99.4,-5.0,15,99.1
CC1(C)Cc2c(ccc3ccccc23)C2=C(C(=O)N3CCCC3)C(=O)C(=O)N21,0.0,-2.0,-2.0,1.0,0.3,0.8,12,97.0,2.0,19,95.6
Cn1nnnc1SCc1ccc(Cl)cc1,-4.0,-1.0,-2.0,-1.0,0.6,2.5,23,105.8,-2.0,10,103.8
Cc1cccc(C(=O)Nc2ccc(O)cc2)c1,-4.0,-3.0,1.0,-1.0,-0.2,0.0,16,98.7,1.0,21,93.7
CCCN1CCCc2ccccc21,-8.0,-12.0,-5.0,-2.0,0.1,0.8,11,101.0,-5.0,8,102.3
N#Cc1cccc(-n2nnnc2-c2ccc3c(c2)OCO3)c1,1.0,1.0,-1.0,1.0,0.2,0.7,15,97.9,1.0,39,95.2
COc1cc(C)c(NC(c2ccccc2)c2ccccc2)cc1OC,-4.0,-7.0,-1.0,-1.0,0.0,1.3,14,96.4,-5.0,7,96.1
Cc1nc2c3ccccc3nc(NNC(=O)CCC(=O)NCCC(C)C)n2n1,-2.0,-15.0,0.0,0.0,-0.5,-2.9,10,100.3,-7.0,12,98.9
COc1ccc(N(CC(=O)NCc2ccccc2)C(=O)Cn2nnc(-c3ccccc3F)n2)cc1OC,-4.0,-7.0,0.0,0.0,1.1,1.5,20,91.6,-3.0,5,88.3
Cc1c(C(=O)O)oc2ccc(S(=O)(=O)N(CC(C)C)CC(C)C)cc12,-3.0,-2.0,-3.0,-1.0,0.2,0.2,10,101.2,-4.0,3,101.1
CCOC(=O)c1ccc(NC(=O)N2CCN(CCc3ccccc3)CC2)cc1,-8.0,-12.0,-12.0,-3.0,1.6,5.1,37,98.1,-8.0,15,99.6
O=C(Nc1ccc(Cl)cc1)c1ccc(OC2CSC2)cc1,-5.0,0.0,-2.0,-1.0,0.1,-0.6,12,99.3,-3.0,16,100.7
COc1cc(N2CCCC2)c(OC)cc1/C=C(/C#N)c1cccc(Br)c1,·,·,·,·,4.4,7.0,79,147.2,?,47*,123.2
O=C(COc1ccccc1O)N1CCN(C(=O)c2ccco2)CC1,-7.0,-12.0,4.0,2.0,0.0,4.3,44,95.1,-7.0,8,87.0
Cc1ccc(NC(=O)COC(=O)C2CCC(=O)N2)c([N+](=O)[O-])c1 (stereo unspecified),-2.0,-4.0,-4.0,-1.0,-0.4,-4.8,11,89.2,0.0,10,95.5
O=[N+]([O-])c1ccc(O)c2ncccc12,-7.0,3.0,-1.0,2.0,0.2,1.6,18,96.0,4.0,7,99.1
CN(CC(=O)O/N=C(\N)c1ccccn1)S(=O)(=O)c1ccccc1,1.0,0.0,5.0,3.0,0.2,0.7,15,96.2,-1.0,34,98.2
CC(=O)NC(Cc1ccccc1)C(=O)NC1CCN(C(=O)c2cnccn2)CC1 (stereo unspecified),-1.0,-3.0,0.0,-1.0,-0.1,0.8,49,86.5,-2.0,14,91.6
CN(c1ccccc1)S(=O)(=O)c1ccc(NC(=S)Nc2ccccc2)cc1,-10.0,-11.0,-6.0,1.0,-0.6,-2.7,13,94.2,-10.0,10,101.5
Cc1cc(OCC(=O)NCCO)ccc1Cl,-7.0,-19.0,-3.0,3.0,0.1,5.4,22,93.1,-10.0,32,95.1
CC1CCCCC1NC(=O)CSc1nnnn1-c1ccccc1 (stereo unspecified),-7.0,-3.0,-11.0,-2.0,0.0,0.0,53,99.8,-4.0,4,102.3
O=[N+]([O-])c1ccc(-c2ccc(/C=N/Nc3nc(NCc4ccccc4)nc(N4CCOCC4)n3)o2)cc1,-12.0,3.0,-2.0,3.0,0.0,2.5,15,101.1,0.0,11,101.2
Cc1cc2c(NCC(C)O)ncnc2s1 (stereo unspecified),-2.0,2.0,-1.0,-2.0,0.2,1.6,21,94.3,0.0,7,98.9
CSc1ccc(C(=O)C2CCCN(Cc3cccn3-c3cccnc3)C2)cc1 (stereo unspecified),-4.0,-2.0,-2.0,-1.0,7.0,10.8,19,94.5,-6.0,7,97.2
O=C(C1CCN(S(=O)(=O)c2ccccc2[N+](=O)[O-])CC1)N1CCOCC1,-5.0,-4.0,-3.0,-5.0,0.9,9.6,16,?,-2.0,9,97.3
CC(=O)Cn1c(N2CCC(Cc3ccccc3)CC2)nc2c1c(=O)[nH]c(=O)n2C,-5.0,-13.0,0.0,-4.0,0.3,0.9,5,98.2,-4.0,9,99.7

# Avidin bead fluor: hit marks shown above
Structure	Bim-Bcl-B	Bim-Bfl-1	Bcl-XL Bim block	Bcl-W Bim block	ABCG2 block	GSH bead fluor	RGS7-Gao reg	Avidin bead fluor	RGS4-Gao reg
COc1cc(N2CCCC2)c(OC)cc1/C=C(/C#N)c1cccc(Br)c1	·	·	·	·	7.0	79	147.2	47*	123.2

# (more compounds)
SMILES,Bim-Bcl-B,Bim-Bfl-1,Bcl-XL Bim block,Bcl-W Bim block,ABCB1 inh,ABCG2 block,GSH bead fluor,RGS7-Gao reg,Bcl-2 Bim block,Avidin bead fluor,RGS4-Gao reg
COc1ccc(Cc2nnc(NC(=O)CSc3ccc(C)cc3)s2)cc1,-5.0,-1.0,-7.0,-4.0,1.4,3.6,5,100.0,-4.0,13,101.5
COc1ccccc1CN(Cc1nc2ccccc2c(=O)[nH]1)S(=O)(=O)c1ccc2ccccc2c1,-7.0,-4.0,-4.0,-4.0,7.6,20.6,11,103.9,0.0,22,101.8
COc1cc(/C=C2/SC(=O)N(Cc3ccccc3)C2=O)ccc1OCc1ccncc1,0.0,1.0,0.0,-1.0,1.2,6.2,17,100.7,-1.0,7,99.2
CCCC1=NCCn2cccc21,1.0,-2.0,-3.0,0.0,-0.2,-1.4,25,99.5,-1.0,11,105.5
O=c1c(-c2ccc(Br)cc2)[n+]([O-])c2ccccc2n1OCc1ccccn1,0.0,4.0,-4.0,-2.0,1.8,7.9,15,82.0,0.0,11,94.0
O=C(COc1ccccc1)N1CCNC1=O,-4.0,-1.0,-5.0,-4.0,0.1,0.7,20,98.0,-3.0,22,99.5
Cc1ccc(S(=O)(=O)N(CC(=O)N/N=C/c2cccc(C)c2)c2cccc3cccnc23)cc1,0.0,0.0,-3.0,0.0,5.6,24.0,12,103.2,0.0,9,99.7
CCOc1nc(C)ccc1-c1noc(-c2ccccc2OC)n1,-9.0,-21.0,-7.0,-2.0,0.9,54.1,28,99.5,-10.0,15,99.1
CCc1ccc(CNC(=O)C(=O)NCC2CCCO2)cc1 (stereo unspecified),-2.0,-5.0,0.0,-2.0,0.7,4.5,11,105.1,-3.0,13,102.7
Fc1cc(Br)ccc1NC(=S)NCCc1ccccc1,-6.0,-10.0,-5.0,-8.0,0.1,1.9,5,59.5,-8.0,3,95.0
CCOc1ccc(/C(O)=C2/C(=O)C(=O)N(CC3CCCO3)C2c2cccs2)cc1 (stereo unspecified),0.0,-3.0,-6.0,-2.0,-9.2,-0.9,14,107.6,1.0,35,111.1
CC1CCCC(C)N1C(=O)CSc1nnnn1Cc1ccccc1 (stereo unspecified),-3.0,-11.0,3.0,0.0,-1.6,-1.2,36,100.4,-6.0,5,92.6
O=C(NCC1CCCO1)c1ccc(N2CCCCC2)nc1 (stereo unspecified),1.0,1.0,-1.0,0.0,0.5,1.8,14,89.0,4.0,10,92.5
O=C(NCCNC(=O)c1cc(OCC(F)(F)F)ccc1OCC(F)(F)F)Nc1ccccc1,-1.0,-5.0,0.0,0.0,0.8,5.3,57,91.6,0.0,25,96.1
CC(=O)c1ccc2c(ccc3ccccc32)c1,-5.0,-9.0,-2.0,4.0,0.0,6.7,41,97.7,-9.0,12,101.8
Nc1c2c(nc3ccc(Br)cc13)N(c1ccccc1)CC2,2.0,5.0,3.0,4.0,-0.6,0.2,17,111.4,3.0,17,106.6
CCN(CC)S(=O)(=O)c1ccc(OC(C)C)c(NC(=O)c2c3c(nc4ccccc24)CCN(Cc2ccccc2)C3)c1,-4.0,0.0,-3.0,-1.0,10.6,16.5,5,104.2,0.0,10,101.8
Cc1cc(=O)[nH]c2c1c(C)nn2C1CCCC1,-9.0,-17.0,-11.0,-3.0,1.1,32.6,38,95.4,-12.0,13,96.9
CCN1C(=O)C2C(C1=O)N1C(c3ccccc3)C3C(=O)N(CC)C(=O)C3N1C2c1ccccc1 (stereo unspecified),-8.0,-13.0,-8.0,4.0,0.0,-0.1,50,101.0,-10.0,7,96.8
Cc1cc(C)n(-c2nc3ccccc3nc2NCCc2ccccc2)n1,-6.0,-11.0,-2.0,2.0,0.2,2.0,22,99.6,-6.0,8,97.8
CCCCOCCCn1cnc2c([nH]c3cc(OC)ccc32)c1=O,1.0,0.0,11.0,3.0,0.3,0.3,57,109.4,1.0,2,101.6
N#Cc1cc([N+](=O)[O-])ccc1NC(=O)COC(=O)CCC1CCCCC1,-1.0,6.0,-1.0,0.0,-0.2,0.8,15,100.0,0.0,7,95.0
CN=C(Nc1ccccc1)SC1CC(=O)N(c2ccc(C(=O)OC)cc2)C1=O (stereo unspecified),0.0,-1.0,-2.0,3.0,0.2,1.1,22,97.7,0.0,12,103.9
S=C(NCCc1ccccc1)Nc1ccc(Br)cn1,-13.0,2.0,0.0,-2.0,0.5,22.2,13,107.4,2.0,9,105.0
